RGS8-Gao reg: modulates binding of RGS8 to human Galphao; multiplexed bead flow cytometry; actives lie on both sides; response (percent of control binding), % at 10 µM; hit rate 0.34% among 220,000; in the data active = response below about 60% or above about 140%; inactive = in between;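 also: Galphao activated as the GDP aluminium fluoride complex binding bead-coupled RGS8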
Target sequence (P09471 whole entry, looked up): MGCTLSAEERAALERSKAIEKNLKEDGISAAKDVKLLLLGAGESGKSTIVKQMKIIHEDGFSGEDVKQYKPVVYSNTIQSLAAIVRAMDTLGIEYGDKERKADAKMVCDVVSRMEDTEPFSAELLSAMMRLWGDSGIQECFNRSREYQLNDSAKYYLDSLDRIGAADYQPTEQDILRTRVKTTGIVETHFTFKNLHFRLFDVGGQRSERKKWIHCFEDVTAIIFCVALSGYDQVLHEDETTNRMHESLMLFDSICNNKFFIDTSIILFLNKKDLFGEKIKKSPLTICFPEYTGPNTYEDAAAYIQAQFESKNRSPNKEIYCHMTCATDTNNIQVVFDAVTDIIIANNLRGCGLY
Mcl1-Bid inh: disrupts binding of human Mcl-1 to Bid peptide. inhibition, % at 21.7 µM. Q07820. AID 1021. TR-FRET Mcl-1/Bid-Dy647 peptide binding, 1536-well. hit rate 0.97% among 220,000;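 active = compounds that cut the binding signal by more than half at the single screening dose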;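 also: His-tagged Mcl-1 with europium anti-His antibody binding Bid BH3 peptide; 0% = Mcl-1 plus peptide wells and 100% = peptide-only wells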
Bcl-B Bim block: disrupts Bim peptide binding to human Bcl-B | Q9HD36 | bead-based flow cytometry | inhibition, % at 10 µM | hit rate 0.073% among 190,000;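 also: 0% = tracer peptide without compound and 100% = reference inhibitor peptide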
Target sequence (Q9HD36 whole entry, looked up): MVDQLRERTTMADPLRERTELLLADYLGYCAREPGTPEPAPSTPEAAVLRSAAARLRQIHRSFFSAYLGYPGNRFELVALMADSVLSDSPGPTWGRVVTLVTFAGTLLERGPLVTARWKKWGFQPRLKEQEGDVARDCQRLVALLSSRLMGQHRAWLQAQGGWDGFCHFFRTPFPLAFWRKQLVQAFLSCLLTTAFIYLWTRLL
Mcl-1 Bim block: inhibitors of Bim-Mcl-1 interaction, human | inhibition, % at 10 µM | Q07820 | hit rate 0.1% among 190,000 | AID 1009 | Bead-based flow cytometry, Bim peptide-Mcl-1 binding;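 also: 0% = no compound tracer wells and 100% = peptide blocker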
Mcl1 Noxa PPI: disrupts binding of human Mcl-1 to Noxa peptide; TR-FRET Mcl-1/Noxa peptide binding, 2 h; inhibition, % at 21.7 µM; AID 1022; Q07820; hit rate 1.5% among 220,000;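 active = compounds that cut the protein-peptide binding signal by more than 50% relative to plate controls in a single-dose test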;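 also: His-tagged Mcl-1 with rhodamine Noxa BH3 peptide and terbium anti-His antibody; 0% = Mcl-1 plus Noxa peptide wells and 100% = peptide-only wells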
Bim-Bfl-1: inhibitors of Bim-Bfl-1 interaction, human; Q16548; Bead-based flow cytometry, Bim-Bfl-1 binding inhibition; inhibition, % at 10 µM; hit rate 0.12% among 190,000; AID 1008;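 also: 0% = wells without compound plus tracer and 100% = blocker peptide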
Bim-Bcl-XL: inhibitors of Bim-Bcl-XL interaction, human | Q07817 | Bim peptide-Bcl-XL binding, bead flow cytometry, fluorescence | inhibition, % at 10 µM | hit rate 0.04% among 190,000
Bcl-W Bim block: inhibitors of Bim-Bcl-W interaction, human | Q92843 | bead-based flow cytometry, Bim peptide-Bcl-W binding | inhibition, % at 10 µM | hit rate 0.02% among 190,000 | AID 952;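 also: 0% = bound tracer without compound and 100% = peptide blocker; higher means less fluorescent Bim peptide bound to Bcl-W beads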
RGS4-Gao reg: human RGS4-Galphao interaction regulation. P09471. Multiplexed bead flow cytometry, RGS4-Galphao binding; actives lie on both sides. binding response (% of control), % at 10 µM. hit rate 0.33% among 220,000. AID 1415; in the data active = binding response below about 49% or above about 150%; inactive = in between;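 also: fluorescent Galphao activated with aluminum fluoride binding bead-coupled RGS4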
Bim-Bcl-2: disrupts Bim peptide binding to human Bcl-2 | P10415 | Bead-based flow cytometry, Bim peptide-Bcl-2 binding | inhibition, % at 10 µM | hit rate 0.06% among 190,000; in the data active = inhibition above about 40%; inconclusive = no clear call, values can overlap the other calls;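 also: 0% = no compound wells with probe peptide and 100% = reference peptide inhibitor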
Target sequence (P10415 whole entry, looked up): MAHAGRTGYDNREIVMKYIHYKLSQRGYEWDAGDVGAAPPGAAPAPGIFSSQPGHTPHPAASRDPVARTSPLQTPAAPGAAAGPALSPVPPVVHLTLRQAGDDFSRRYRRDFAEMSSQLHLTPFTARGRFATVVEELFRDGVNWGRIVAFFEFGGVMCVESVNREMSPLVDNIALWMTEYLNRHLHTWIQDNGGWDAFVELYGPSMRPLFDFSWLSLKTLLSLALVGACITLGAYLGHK
RGS7-Gao: modulates binding of RGS7 to human Galphao. Multiplexed bead flow cytometry; actives lie on both sides. binding response (% of control), % at 10 µM. hit rate 0.35% among 220,000; in the data active = binding response below about 49% or above about 150%; inconclusive = no clear call, values can overlap the other calls; inactive = in between;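 also: fluorescent Galphao held in activated GDP-AlF4 state binding bead-coupled RGS7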
* marks the source's active call; other numbers are inactive results; u = inconclusive; x = no result given. Rule as the data show it, unless noted: active = inhibition above about 40%.

SMILES	RGS8-Gao reg	Mcl1-Bid inh	Bcl-B Bim block	Mcl-1 Bim block	Mcl1 Noxa PPI	Bim-Bfl-1	Bim-Bcl-XL	Bcl-W Bim block	RGS4-Gao reg	Bim-Bcl-2	RGS7-Gao
COc1cc(OC)c2ccc(=O)oc2c1C(CC(=O)N1CCCC1)c1ccc2c(c1)OCO2 (centres undefined)	101	-48	x	x	5	x	x	x	103	x	u
O=c1nc(N/N=C/c2ccco2)cn[nH]1	104	-54	-3	0	-12	0	0	-1	100	-2	101
COc1ccc(CC(=O)Nc2cccc(-c3ccc4nnc(C)n4n3)c2)cc1OC	99	-6	-1	0	4	-4	-4	-2	100	0	99
CCc1ccccc1NC(=O)c1cccc(NC(=O)/C=C/c2ccco2)c1	102	-20	-4	-6	19	-1	-7	-3	101	2	103
Cc1cc(C)n2c(SCc3ccc(Br)cc3)nnc2n1	101	2	x	x	-21	x	x	x	107	x	u
CCOc1cc(S(=O)(=O)n2ccnc2)ccc1Br	98	-22	-6	-2	3	-5	-8	-3	97	-5	u
COc1ccc(-c2[nH]ncc2CN(C)CCCN2CCOCC2)cc1F	104	-7	-6	-1	20	-8	-8	-2	99	-4	100
CC1SCC(=NOCc2ccccc2)CS1 (centres undefined)	97	-5	x	x	0	x	x	x	95	x	u
Cc1ncoc1C(=O)N1CCCC(C(=O)c2ccc(Oc3ccccc3)cc2)C1 (centres undefined)	103	-11	-4	-4	-3	-10	-3	-5	102	-5	106
CC(NC(=O)COC(=O)Cc1ccccc1[N+](=O)[O-])c1ccccc1 (centres undefined)	110	-16	-5	-6	20	-1	-6	-4	91	-2	104
CCC(C)c1ccc(NC(=S)NCCn2cc(Cl)cn2)cc1 (centres undefined)	94	-13	-15	-5	-8	-2	-3	-1	92	-2	93
CCC(C)/C(C)=N/NC(=O)c1ccc(CSc2nc3ccccc3s2)cc1 (centres undefined)	103	-4	-10	-4	19	-13	-9	-4	100	-7	99
Cc1ccc(C(=O)Nc2ccc(C)c(S(=O)(=O)Nc3ccccc3Cl)c2)s1	96	0	11	13	8	14	22	20	99	17	103
CCCC(c1nnnn1CC(=O)OCC)N(Cc1cc2ccc(C)cc2[nH]c1=O)C1CCCC1 (centres undefined)	100	3	-10	-1	-16	-20	-10	-3	98	-14	105
O=[N+]([O-])c1cccc(-c2c[n+]3c(n2-c2ccccc2)SCC3)c1	107	-1	0	2	15	-4	0	0	106	1	107
O=C(N/N=C/c1ccc(Cl)cc1)c1cc(-c2cccnc2)nc2ccccc12	98	12	-3	-5	25	-3	-1	0	99	0	95
COc1cccc(C(=O)c2cc3ccc(O)cc3oc2=O)c1	104	-20	-8	-5	0	-9	-13	-3	103	-9	103
NC(=O)c1cc(C(=O)c2ccc(Cl)cc2)c[nH]1	100	-20	-2	-2	5	-7	0	-2	101	-3	100
CC(C)N=C(NS(=O)(=O)c1ccccc1)C(Cl)(Cl)Cl	101	-53	-8	-16	6	-17	-7	-4	99	-6	97
O=C(CCS(=O)(=O)c1ccccc1)Nc1nccs1	99	-4	-5	-2	2	-10	-2	-2	99	0	96
COc1ccc(OCC(=O)N2CCN(c3cccc(C(F)(F)F)c3)CC2)cc1	86	-45	-12	-2	-9	-12	-6	1	96	-11	97
COc1ccccc1OCC(=O)NNC(=O)c1c(-c2ccccc2Cl)noc1C	96	-23	-2	0	9	-3	-1	1	95	-4	87
O=c1c2cnn(-c3ccccc3)c2nc(-c2ccco2)n1-c1ccccc1	100	58*	-7	2	23	-9	4	0	98	-8	101
O=C(NC1CCCC1)C1CCN(C(=O)c2ccc(-c3ccccc3)cc2)CC1	102	-18	-4	2	-2	-2	0	2	100	-2	99
COc1ccc(C(=O)c2sc(NC(C)C)nc2N)cc1OC	98	-25	-6	-3	26	-17	-10	-3	100	-15	97
CCc1cc2cc(C(=O)Nc3ccc(C)cc3)sc2s1	103	-8	-9	-6	-29	-2	-6	-2	100	-14	102
COc1ccc(C(=O)NC(=S)NNC(=O)c2c(-c3ccccc3)noc2C)cc1	100	-51	-12	-3	-23	-11	-10	-3	100	-5	98
Brc1ccc2nc(-c3ccncc3)c(NC3CCCC3)n2c1	101	-70	0	2	9	-2	3	6	104	1	101
COC(=O)c1[nH]c2ccc(C)cc2c1NC(=O)NC1CCCCC1	101	-19	1	5	15	-8	-1	7	100	-2	99
O=C(CN1CCCC1)N1c2ccccc2C=Cc2ccccc21	102	-2	-2	0	22	-3	1	-1	102	0	101
Clc1cccc(CN2CCN(Cc3nc(CCc4ccccc4)no3)CC2)c1	107	-17	-7	-1	-3	-7	-3	-4	108	-5	107
CCN(CC)S(=O)(=O)c1ccc(Cl)c(C(=O)NC(C)C(c2cccs2)N2CCCC2)c1 (centres undefined)	100	-4	-6	-2	15	-5	-1	-4	100	0	98
COC(=O)c1cc(NC(=O)c2nn(C)c(=O)c3ccccc23)cc(C(=O)OC)c1	103	-26	0	1	-161	-5	0	1	103	-1	u
CSc1nc2n(n1)C(c1cccc(F)c1)C(C(=O)Nc1ccc(C)cc1C)=C(C)N2 (centres undefined)	101	-25	1	1	-3	-5	-1	-1	95	1	95
O=C(NC(NC1CCS(=O)(=O)C1)C(=O)c1cccs1)c1ccccc1 (centres undefined)	117	2	-10	-6	8	-15	-15	-3	132	-9	127
C/C(=C\c1ccco1)CN1CCC(N2CCC(C(=O)N3CCOCC3)CC2)CC1	99	-34	-4	1	2	-3	-3	-1	100	-1	96
CCCCNC(=O)CC1S/C(=N/N=C/c2ccc(OC)cc2)NC1=O (centres undefined)	98	-3	-4	0	-35	-5	0	-4	97	-2	96
Cc1cc([N+](=O)[O-])nn1Cc1ccc(C(=O)N/N=C/c2ccc(F)cc2)cc1	101	2	x	x	3	x	x	x	94	x	u
O=C1NC(c2cc(Cl)cc([N+](=O)[O-])c2O)Nc2ccccc21 (centres undefined)	98	-47	x	x	43	x	x	x	101	x	u
O=C(NCc1ccco1)C1CCN(c2ccc(N3CCOCC3)nn2)CC1	100	-41	-9	-4	16	-6	-10	-8	98	-6	98
COc1cccc(N2CCN(c3cnc4ccccc4n3)CC2)c1	100	-40	-11	-3	20	-8	-2	0	101	-3	u
COc1cc(Cl)cc(C#N)c1OCC(=O)O	101	1	-4	-3	-2	-1	-1	-3	104	-3	100
Cc1nc2c(C(=O)NCc3cccs3)cnn2c(C)c1Cc1ccc(F)cc1	100	-2	0	-1	4	-10	1	4	96	-8	96
O=C(NCCCn1ccnc1)/C(=C\c1cccs1)NC(=O)c1cccs1	102	-3	-6	-5	5	-6	-1	0	96	0	98
Cc1ccc(N2C(=O)c3ccc(N)cc3C2=O)cc1	101	0	-6	1	-8	-11	-8	0	99	-6	95
Cc1onc(-c2c(Cl)cccc2Cl)c1C(=O)N1CCc2ccccc2C1	101	-8	0	0	-44	-1	-2	-4	101	1	100
CCCCn1cnc2c(c(-c3ccccc3)c(-c3ccccc3)n2Cc2ccco2)c1=N	99	-17	x	x	2	x	x	x	100	x	u
CCC(C)(C)n1nnnc1C(C(C)C)N1CCSCC1 (centres undefined)	96	-48	-2	-3	19	-1	-4	-1	94	-3	97
CCC(=O)NNc1cccc(Cl)n1	120	-32	0	0	2	-1	0	0	121	-2	125
CC1CCCC(C)N1CCNC(=O)C1CCN(S(=O)(=O)N2CCCCC2)CC1 (centres undefined)	102	102*	-6	-2	10	-11	-4	-1	102	-7	104
Continued:
SMILES	RGS8-Gao reg	Mcl1-Bid inh	Bcl-B Bim block	Mcl-1 Bim block	Mcl1 Noxa PPI	Bim-Bfl-1	Bim-Bcl-XL	Bcl-W Bim block	RGS4-Gao reg	Bim-Bcl-2	RGS7-Gao
COc1ccc(C(C)=O)cc1COC(=O)c1ccc(N)c([N+](=O)[O-])c1	98	7	-2	3	19	1	-4	-2	96	0	99
Cc1nc(C(C)(C)O)n(-c2ccccc2)n1	101	-10	0	0	5	-1	2	5	95	-3	95
CC(C)CN1CCC(=O)N([C@H](CSc2ccc(Br)cc2)c2ccccc2)CC1	105	-44	x	x	-2	x	x	x	105	x	u
Cc1cccc(N2C(=O)CSC2c2cccnc2)c1 (centres undefined)	101	-8	-1	-5	24	-1	6	0	109	-2	108
Cc1cccc(N2C(=O)/C(=C/c3ccccn3)SC2=S)c1	110	-10	x	x	-14	x	x	x	118	x	u
Clc1ccc(-c2ccn[nH]2)cc1	100	-31	-3	-2	4	-4	-1	-1	102	-1	u
C=CCNc1nc(C)nc(OC)n1	101	-2	-4	3	-3	-7	-4	4	102	-5	98

Bioassay records as filed in PubChem.

The order is random; overall some 2.7% were active at least once.
